mIAP inh: inhibitors of mouse IAP, primary screen, biochemical, luminescence, uHTS; intestinal alkaline phosphatase [Mus musculus]; purified mouse IAP, CDP-Star luminescence, 30 min; inhibition, % at 10 µM; 330,000 tested, 0.2% active;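 active = inhibition of at least 40% at 10 µM in the primary screen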;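 also: plate controls were DMSO with enzyme for no effect and no enzyme wells for full effect; values of inactives mirror those of a sister screen read the other way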
PfGluPho inh: PfG6PD enzyme inhibitors, primary screen, biochemical, fluorescence intensity, uHTS. AID 504690, 2011. 350,000 tested, 0.78% active. PfGluPho enzyme, NADPH resazurin-diaphorase fluorescence. inhibition, % at 20 µM;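 active = inhibition reaching at least a set limit at 20 µM in the primary screen, cut at about 59% in these data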;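 also: 0% = DMSO wells with substrate and 100% = DMSO wells lacking glucose-6-phosphate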
HKDC1 inh: HKDC1 hexokinase inhibitors, primary screen, biochemical, fluorescence, uHTS; Q2TB90; recombinant HKDC1, G6PDH/diaphorase resazurin coupled fluorescence; inhibition, % at 20 µM; 340,000 tested, 0.16% active;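 active = inhibition above about 35% when tested at 20 µM, limit read from the data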;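 also: plate controls were DMSO wells with enzyme for no effect and DMSO wells lacking enzyme for full effect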
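Material – in-house recombinant HK5 (HKDC1) enzyme · Quantity – HKDC1 at 5 µg/mL · Buffer or medium – pH 8.0 Tris buffer with 10 mM MgCl2 · Reagent – glucose with 1 mM ATP · Dosing – single 20 µM dose · Times – reaction time 90 min, room temperature, protected from light · Technique – resorufin fluorescence at 613 nm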
ATG4B inh: ATG4B protease inhibitors, primary screen, biochemical, fluorescence, uHTS; 340,000 tested, 0.51% active; inhibition, % at 8.33 µM; ATG4B cleavage of LC3-PLA2, NBD-HPC fluorescence, 1 h; in the data active = inhibition above about 40%
APOBEC3A inh: APOBEC3A ssDNA deaminase inhibitors, primary screen, selectivity assay for APOBEC3G inhibitor project, biochemical, FAM/TAMRA oligo cleavage fluorescence. DNA dC->dU-editing enzyme APOBEC-3A (Homo sapiens), P31941. recombinant A3A, FAM/TAMRA ssDNA deamination fluorescence. inhibition, % at 20 µM. 330,000 tested, 0.41% active. AID 493011, 2011;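 active = at least 40% inhibition at 20 µM here, with at most 30% in a related deaminase screen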;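 also: plate controls were A3A with DMSO for no effect and wells lacking A3A enzyme for full effect; some results filed as inactive read as strong as hits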
Target sequence (P31941 whole entry, looked up): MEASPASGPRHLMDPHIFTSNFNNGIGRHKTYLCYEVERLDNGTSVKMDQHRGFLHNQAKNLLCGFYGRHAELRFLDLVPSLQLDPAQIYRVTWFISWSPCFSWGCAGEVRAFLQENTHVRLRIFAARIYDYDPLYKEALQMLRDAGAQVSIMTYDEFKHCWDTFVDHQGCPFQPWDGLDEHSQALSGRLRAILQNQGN
hIAP activ: human IAP activators, primary screen, biochemical, luminescence, uHTS; purified human IAP, CDP-Star luminescence, 30 min; hits give high values; 1 = vehicle-only enzyme, 0 = enzyme-free background; activation factor at 10 µM; 330,000 tested, 0.16% active;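 active = activation factor of the enzyme at least 2-fold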; also: the source names both 10 and 20 µM as test concentration; values of inactives mirror those of a sister screen read the other way
Target sequence (P09923 whole entry, looked up): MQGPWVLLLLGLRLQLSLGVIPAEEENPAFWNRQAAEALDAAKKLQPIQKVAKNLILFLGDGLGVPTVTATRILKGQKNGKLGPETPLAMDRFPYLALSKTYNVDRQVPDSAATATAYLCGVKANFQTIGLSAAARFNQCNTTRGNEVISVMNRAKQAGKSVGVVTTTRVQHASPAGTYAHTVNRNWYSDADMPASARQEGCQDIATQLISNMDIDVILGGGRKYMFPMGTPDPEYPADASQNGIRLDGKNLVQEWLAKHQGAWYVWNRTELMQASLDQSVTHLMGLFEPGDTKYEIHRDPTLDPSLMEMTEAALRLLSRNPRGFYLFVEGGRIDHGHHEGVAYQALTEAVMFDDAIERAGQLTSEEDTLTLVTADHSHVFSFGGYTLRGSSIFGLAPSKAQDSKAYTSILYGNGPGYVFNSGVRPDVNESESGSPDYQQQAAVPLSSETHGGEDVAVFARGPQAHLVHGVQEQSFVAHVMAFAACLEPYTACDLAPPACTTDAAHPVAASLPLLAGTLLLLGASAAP
hIAP block: human IAP inhibitors, primary screen, biochemical, luminescence, uHTS | Intestinal-type alkaline phosphatase (Homo sapiens), P09923 | purified IAP, CDP-Star luminescence, 30 min | inhibition, % at 10 µM | 330,000 tested, 0.12% active | AID 2544, 2010;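 active = inhibition reaching a set limit with compound at 10 µM in the primary screen, cut at about 35% in these data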;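 also: plate controls were DMSO wells with enzyme for no effect and no-enzyme buffer wells for full effect; values of inactives mirror those of a sister screen read the other way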
mIAP act: activators of mouse IAP, primary screen, biochemical, luminescence, uHTS; activation factor at 10 µM; 330,000 tested, 0.24% active; muIAP, CDP-Star luminescence, 30 min; hits give high values; 1 = vehicle-only enzyme signal, 0 = enzyme-free wells; intestinal alkaline phosphatase [Mus musculus];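 active = activation factor of at least 2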; also: the source names both 10 and 20 µM as test concentration; values of inactives mirror those of a sister screen read the other way
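Assay system: mouse IAP enzyme / Compound: DMSO-dissolved test compounds / Timing: 30 min, room temperature / Measured by: luminescence from enzymatic CDP-Star hydrolysis / Control set: DMSO-only wells, enzyme-free buffer wells as negative control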
* hit, by the source's call; . = not tested or not shown.

item	mIAP inh	PfGluPho inh	HKDC1 inh	ATG4B inh	APOBEC3A inh	hIAP activ	hIAP block	mIAP act	mol
1	-5	31	-2	-5	3	1	-2	1.1	Cc1ccc(N(Cc2ccco2)C(=O)c2cccc(S(=O)(=O)N(C)C)c2)cc1
2	0	-2	3	-7	-1	1	-1	1	CCN1CCN(c2cc(C)c3cc(NC(=O)CCC(=O)Nc4ccc(OC)c(OC)c4)ccc3n2)CC1
3	-4	9	-10	-4	-4	0.84	16	1	Cc1occc1C(=O)NNC(=O)Cc1ccccc1
4	-6	8	-2	6	0	0.92	8	1.1	O=[N+]([O-])c1ccccc1OC/C(=N\O)c1ccccc1
5	-8	17	2	0	0	0.96	4	1.1	Cc1nn(-c2ccccc2)c(C)c1C(=O)NCc1ccc(F)cc1
6	5	-10	-2	2	-2	1	-3	0.95	COc1ccc(-n2ncc(C(C)NS(=O)(=O)c3cccs3)c2C)cc1 (stereo not given)
7	-5	-4	-7	3	0	1	0	1.1	CCCc1cc(=O)n2[nH]c(SCc3ccccc3)nc2n1
8	-7	9	-2	-12	-3	0.95	5	1.1	CC1(c2cccc(Br)c2)NC(=O)N(CC(=O)Nc2ccc(F)cc2)C1=O (stereo not given)
9	2	1	0	-1	-1	0.99	1	0.98	CC(=O)c1ccc(Nc2nc3ccc(C)cc3n3cnnc23)cc1
10	-2	7	-1	-9	3	1.2	-22	1	C=CCNC(=O)C1CC1(c1cccc(C)c1)c1cccc(C)c1 (stereo not given)
11	-1	-6	-4	7	-3	1.1	-5	1	CN(C)CCn1c2c(c(SCC(=O)NCc3ccccc3)nc1=O)CCC2
12	1	-1	-10	-11	0	1	-1	0.99	COc1cc(C(=O)Nc2c(C)cc(C)cc2C)c([N+](=O)[O-])cc1OC
13	-3	-11	5	0	0	0.98	2	1	CS(=O)(=O)N(CC(=O)Nc1cccnc1)c1ccc2c(c1)OCCO2
14	12	-7	-6	-11	-1	1.1	-7	0.88	Cc1ccc(C(=O)CCC2CCCCC2=O)cc1 (stereo not given)
15	6	5	-4	-8	1	1	0	0.94	CC(C)[C@H](NC(=O)[C@H](CCCN=C(N)N)NC(=O)NC(Cc1ccccc1)C(=O)O)C(=O)NC(C=O)CCCN=C(N)N (stereo not given in full)
16	8	6	-3	-7	-9	0.95	5	0.92	CC(=O)c1cccc(NC(=O)c2ccc(CN3CCc4ccccc4C3)cc2)c1
17	-4	-7	-1	4	3	1.1	-15	1	O=C(OCc1cn(Cc2ccccc2)nn1)c1ccccc1
18	-24	13	0	-2	-6	1	0	1.2	Cc1c(O)ccc2c(=O)c(-c3nncn3-c3ccccc3)coc12
19	-4	-2	-11	16	-2	0.95	5	1	Cc1ccc(C(=O)C[n+]2ccc(-c3nnc4n3CCC4)cc2)cc1
20	-8	-2	-3	-1	-2	1.1	-7	1.1	O=C(O)C1CCCN(S(=O)(=O)c2ccc(Br)s2)C1 (stereo not given)
21	0	6	1	5	2	1.2	-19	1	Cn1cccc1CC(=O)N/N=C/c1ccc(C(C)(C)C)cc1
22	1	3	-2	-9	-1	1.1	-8	0.99	Nn1c(SCC(=O)Nc2ccccc2Oc2ccccc2)nnc1C1CC1
23	0	13	-6	-2	3	1.1	-8	1	CCSc1cc(C)nc2c(-c3ccc(Cl)cc3)c(C)nn12
24	0	-4	2	1	-8	0.95	5	1	CCCC(=O)N1CC(=O)Nc2ccc(Br)cc2C1c1ccc(F)cc1 (stereo not given)
25	9	-2	-3	-4	-1	0.98	2	0.91	COc1ccc(C2=NS(=O)(=O)N(C)C(C(=O)NC3CCCC3)=C2)cc1OC
26	7	3	-6	0	-2	1.1	-10	0.93	COc1cc(/C=C/C(=O)O)cc(S(=O)(=O)NCCCO)c1OC
27	7	-1	15	-5	4	0.83	16	0.93	CCN(CC)CCNC(=O)C(=O)NCC1OCCN1S(=O)(=O)c1ccc2c(c1)OCCO2 (stereo not given)
28	8	-3	-7	-12	0	0.95	5	0.92	COc1cccc(/C=C/C(=O)Nc2cc(S(=O)(=O)N3CCOCC3)ccc2OC)c1
29	3	-3	1	-2	2	0.93	7	0.97	CSc1nc(Oc2ccc3ccccc3c2)c2ccccc2n1
30	-29	13	-2	5	-4	1.1	-8	1.3	COCCCNc1nc2c(-c3ccc(C)cc3)nnn2c2ccccc12

A different layout for part of the listing above:
#	Structure	mIAP inh	PfGluPho inh	HKDC1 inh	ATG4B inh	APOBEC3A inh	hIAP activ	hIAP block	mIAP act
4	O=[N+]([O-])c1ccccc1OC/C(=N\O)c1ccccc1	-6	8	-2	6	0	0.92	8	1.1
5	Cc1nn(-c2ccccc2)c(C)c1C(=O)NCc1ccc(F)cc1	-8	17	2	0	0	0.96	4	1.1
6	COc1ccc(-n2ncc(C(C)NS(=O)(=O)c3cccs3)c2C)cc1 (stereo not given)	5	-10	-2	2	-2	1	-3	0.95
7	CCCc1cc(=O)n2[nH]c(SCc3ccccc3)nc2n1	-5	-4	-7	3	0	1	0	1.1
8	CC1(c2cccc(Br)c2)NC(=O)N(CC(=O)Nc2ccc(F)cc2)C1=O (stereo not given)	-7	9	-2	-12	-3	0.95	5	1.1
9	CC(=O)c1ccc(Nc2nc3ccc(C)cc3n3cnnc23)cc1	2	1	0	-1	-1	0.99	1	0.98
10	C=CCNC(=O)C1CC1(c1cccc(C)c1)c1cccc(C)c1 (stereo not given)	-2	7	-1	-9	3	1.2	-22	1
11	CN(C)CCn1c2c(c(SCC(=O)NCc3ccccc3)nc1=O)CCC2	-1	-6	-4	7	-3	1.1	-5	1
12	COc1cc(C(=O)Nc2c(C)cc(C)cc2C)c([N+](=O)[O-])cc1OC	1	-1	-10	-11	0	1	-1	0.99
13	CS(=O)(=O)N(CC(=O)Nc1cccnc1)c1ccc2c(c1)OCCO2	-3	-11	5	0	0	0.98	2	1
14	Cc1ccc(C(=O)CCC2CCCCC2=O)cc1 (stereo not given)	12	-7	-6	-11	-1	1.1	-7	0.88
15	CC(C)[C@H](NC(=O)[C@H](CCCN=C(N)N)NC(=O)NC(Cc1ccccc1)C(=O)O)C(=O)NC(C=O)CCCN=C(N)N (stereo not given in full)	6	5	-4	-8	1	1	0	0.94
16	CC(=O)c1cccc(NC(=O)c2ccc(CN3CCc4ccccc4C3)cc2)c1	8	6	-3	-7	-9	0.95	5	0.92

Going on with the list.
item	mIAP inh	PfGluPho inh	HKDC1 inh	ATG4B inh	APOBEC3A inh	hIAP activ	hIAP block	mIAP act	mol
31	-6	46	8	-8	-2	1.2	-23	1.1	CC1(C)Cc2c(c(N3CCOCC3)nc3sc(C(N)=O)c(N)c23)CO1
32	6	3	0	-2	2	0.99	1	0.94	COc1ccc(NC(=O)CN(c2ccccc2)S(=O)(=O)c2ccccc2)c(OC)c1
33	1	-12	-6	4	-1	0.97	3	0.99	CCS(=O)(=O)N1CCC2(CC1)OCCN2S(=O)(=O)c1ccc(OC)cc1
34	2	-8	-6	11	-1	0.94	6	0.98	COc1cc2c(cc1OC)C(C)N(C(=O)c1ccc(C)o1)CC2 (stereo not given)
35	10	-14	-4	-4	-5	0.9	10	0.9	Fc1cccc(Nc2nc3ccccc3n3nnnc23)c1
36	-2	-35	10	4	-4	0.92	8	1	Cc1ccc(NCC(=O)c2ccccc2)cc1Cl
37	-2	-5	-2	5	-1	1	-3	1	CN(c1ccccc1)S(=O)(=O)c1cccc(C(=O)NC2CCCCC2)c1
38	9	-3	-6	12	-5	1.1	-7	0.91	C/C(CC(=O)Nc1ccccn1)=N\NC(=O)c1ccc(C)cc1
39	8	-7	0	-4	-2	0.81	20	0.92	Cc1ccc(S(=O)(=O)c2nc(S(=O)(=O)c3ccc(C)cc3)c(NCc3ccco3)s2)cc1
40	11	0	2	14	0	0.93	7	0.89	O=C(Nc1ccc(S(=O)(=O)N2CCCC2)cc1)c1ccc2c(=O)n3c(nc2c1)CCCCC3
41	2	-28	-4	-1	-3	0.83	17	0.98	COc1ccc(-c2csc(NC(=O)CN3C(=O)CCC3=O)n2)c(OC)c1
42	3	14	-12	-3	1	1.2	-16	0.97	Cc1cccn2c(=O)c(C=O)c(N3CC(C)OC(C)C3)nc12 (stereo not given)
43	-6	9	-7	-6	-2	0.85	14	1.1	CC(C)N(C(=NCc1ccccc1)NC(=O)c1ccccc1)C(C)C
44	3	5	-5	-6	-3	1.1	-5	0.97	C=CCOC(=O)C1=C[C@H](c2ccc(Br)cc2)C[C@H](OCCCCO)O1
45	2	14	10	-5	-1	0.89	11	0.97	O=C(Cc1ccccc1[N+](=O)[O-])NCc1ccncc1
46	17	2	9	-2	4	1.2	-15	0.83	CC(=O)c1ccc(S(=O)(=O)N2CCNC(=O)C2)cc1
47	9	.	.	.	-1	0.94	6	0.91	Cc1cc(N2C(=O)C(O)=C(C(=O)c3ccco3)C2c2cccnc2)no1 (stereo not given)
48	-1	3	0	-8	4	1.1	-10	1	C/C=C/c1ccc(OCC(=O)Nc2cc(S(=O)(=O)N3CCOCC3)ccc2N2CCCC2)c(OC)c1
49	-3	-4	-2	-9	-1	1.1	-14	1	CCCn1c2c(c(O)c(C(=O)NC)c1=O)CCCC2
50	-19	-4	-9	0	-2	1.1	-6	1.2	CCOC(=O)c1[nH]c(=O)[nH]c1CSCCO
51	-2	-9	0	-9	3	1.1	-6	1	Cc1ccc(NC(=O)C2CCN(S(=O)(=O)c3cccc(C(F)(F)F)c3)CC2)nc1
52	-2	10	-4	-6	-1	0.96	4	1	CC(NS(=O)(=O)c1ccc(NC(=O)N2CCCCC2)cc1)c1ccccc1 (stereo not given)
53	-13	3	-6	-17	-2	0.97	3	1.1	COc1ccc(CCC(=O)N2CCN(S(=O)(=O)c3ccc(OC(F)(F)F)cc3)CC2)cc1
54	2	-7	-4	-1	-4	1	-3	0.98	CCOc1ccc(N2C(=O)Nc3ccc(Br)cc3C2(O)C(=O)NC(C)C)cc1 (stereo not given)
55	-60	-5	-4	-12	-15	0.94	6	1.6	COC(=O)c1ccc(NC(=S)NCCc2ccccc2)cc1
56	13	6	3	-1	-1	0.93	7	0.87	CCC(C)N1C(=O)S/C(=C/c2ccc(Sc3nc4ccccc4[nH]3)o2)C1=O (stereo not given)
57	0	-10	3	-7	-1	0.87	13	1	CCOC(=O)C(=O)Nc1ccc(OCc2ccccc2)cc1
58	-2	3	-2	2	0	1.4	-35	1	Cc1nc(C)c(-c2ccc(SCC(=O)Nc3ccc(C)c(Cl)c3)nn2)s1
59	-6	-13	-9	18	4	0.96	4	1.1	CC(=O)c1ccc(C(=O)NC2CC(C)(C)Cc3c2cnn3-c2ccccc2)cc1 (stereo not given)
60	20	35	-4	-2	-4	0.84	16	0.8	Cc1cc(SCC(=O)c2ccccc2)nc(=O)[nH]1
61	-11	2	-17	-7	-3	1.1	-11	1.1	CS(=O)(=O)N1CCCC(C(=O)NCc2cccs2)C1 (stereo not given)

2 entries from above, field by field.
39	Cc1ccc(S(=O)(=O)c2nc(S(=O)(=O)c3ccc(C)cc3)c(NCc3ccco3)s2)cc1
  mIAP inh: 8; PfGluPho inh: -7; HKDC1 inh: 0; ATG4B inh: -4; APOBEC3A inh: -2; hIAP activ: 0.81; hIAP block: 20; mIAP act: 0.92

49	CCCn1c2c(c(O)c(C(=O)NC)c1=O)CCCC2
  mIAP inh: -3; PfGluPho inh: -4; HKDC1 inh: -2; ATG4B inh: -9; APOBEC3A inh: -1; hIAP activ: 1.1; hIAP block: -14; mIAP act: 1
